GAA850 FXN act: frataxin GAA850 promoter activation. HEK293 lucGAA850 FXN promoter luciferase reporter, 24 h; percent of 10 µM SAHA response. activation, % at 6 µM. hit rate 0.56% among 360,000;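 active = activation above the average of all compounds screened plus 3 SD, cutoff fixed separately per campaign, cut at about 7.5% in these data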;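 also: 0% = DMSO wells and 100% = 10 µM SAHA wells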
sPLA2-III inh: Inhibits HGIII-sPLA2 liposome hydrolysis, primary screen; Q9NZ20; QFRET BODIPY PC-A2 liposome hydrolysis, fluorescence; inhibition, % at 12.2 µM; hit rate 0.56% among 370,000; AID 743126;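 active = inhibition above mean plus 3 SD of compounds lying within the high and low control bounds, cut at about 19% in these data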;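 also: 0% = median of test compound wells and 100% = no enzyme DMSO wells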
ssDAF12 agonist: S. stercoralis DAF-12 activation, primary screen; activation, % at 6.8 µM; HEK293 ssDAF-12/GRIP1 lit1-tk-luc reporter, luminescence; % of 3 µM dafachronic acid response; hit rate 1% among 370,000; AID 652126;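 active = activation above the mean over all tested compounds plus 3 SD, cut at about 0.9% in these data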;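 also: 0% = DMSO-only wells and 100% = 3 µM delta7-dafachronic acid wells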
DAX1 inh-1: inhibits human nuclear receptor DAX1; inhibition, % at 6.75 µM; hit rate 0.99% among 340,000; HEK293 Gal4-DAX1 luciferase reporter, luminescence; AID 504766;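 active = inhibition above the mean over all tested compounds plus 3 SD, cut at about 4.2% in these data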;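 also: 0% = DAX1-transfected cells with DMSO and 100% = empty-vector control cells with DMSO; inhibition shows as a rise in luminescence from relieved DAX1 repression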
hgDAF-12 ag: hgDAF-12 agonism, primary luciferase screen; HEK293 GAL4-hgDAF12 UAS-luciferase reporter, agonist luminescence; normalized to butyrate control; activation, % at 6.8 µM; hit rate 1.8% among 370,000; AID 687014;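 active = activation above a cutoff set at the mean of all screened compounds plus 3 SD, cut at about 10% in these data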;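 also: 0% = DMSO wells and 100% = sodium butyrate wells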
DAX1 inh-2: inhibitors of DAX1 repression of SF-1 activated StAR promoter; AID 652010; hit rate 1.1% among 370,000; HEK293T StAR-luciferase reporter, SF-1/DAX-1 repression relief; inhibition, % at 6.8 µM;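 active = inhibition above the mean over all tested compounds plus 3 SD, cut at about 3.6% in these data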;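 also: 0% = DAX-1 cells with DMSO and 100% = cells lacking DAX-1 with DMSO; higher inhibition means more luminescence from relief of DAX-1 repression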
hcDAF-12 act: H. contortus DAF-12 activation, primary screen; activation, % at 6.8 µM; HEK293 hcDAF-12 lit1-tk-luc reporter, luminescence; 0% DMSO, 100% Δ7-dafachronic acid; hit rate 1.4% among 370,000;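 active = activation above the mean of all tested compounds plus 3 SD, cut at about 5.5% in these data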;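 also: 100% = response to 3 µM Δ7-dafachronic acid high control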
ADAM10 inh: ADAM10 inhibition, QFRET primary screen. O14672. recombinant ADAM10, EDANS/DABCYL FRET peptide cleavage, 3 h. inhibition, % at 7 µM. hit rate 0.62% among 370,000;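 active = inhibition above a per-campaign cutoff equal to the mean of compounds falling between control-based bounds plus 3 SD, cut at about 20% in these data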;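 also: 0% = DMSO wells while the 100% control is not disclosed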
PLC-beta3 inh: inhibitors of human phospholipase C beta3. inhibition, % at 12.2 µM. AID 720704. Purified PLC-beta3, fluorogenic substrate, fluorescence. Q01970. hit rate 0.18% among 370,000; in the data active = inhibition above about 11%;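 also: 0% = median of compound wells on plate and 100% = full blocker control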
PLCg1 inh: blocks human PLC-gamma1 enzyme activity; P19174; purified PLC-gamma1, fluorogenic substrate, fluorescence; inhibition, % at 12.2 µM; hit rate 0.84% among 370,000; in the data active = inhibition above about 9.5%
Target sequence (P19174 whole entry, looked up): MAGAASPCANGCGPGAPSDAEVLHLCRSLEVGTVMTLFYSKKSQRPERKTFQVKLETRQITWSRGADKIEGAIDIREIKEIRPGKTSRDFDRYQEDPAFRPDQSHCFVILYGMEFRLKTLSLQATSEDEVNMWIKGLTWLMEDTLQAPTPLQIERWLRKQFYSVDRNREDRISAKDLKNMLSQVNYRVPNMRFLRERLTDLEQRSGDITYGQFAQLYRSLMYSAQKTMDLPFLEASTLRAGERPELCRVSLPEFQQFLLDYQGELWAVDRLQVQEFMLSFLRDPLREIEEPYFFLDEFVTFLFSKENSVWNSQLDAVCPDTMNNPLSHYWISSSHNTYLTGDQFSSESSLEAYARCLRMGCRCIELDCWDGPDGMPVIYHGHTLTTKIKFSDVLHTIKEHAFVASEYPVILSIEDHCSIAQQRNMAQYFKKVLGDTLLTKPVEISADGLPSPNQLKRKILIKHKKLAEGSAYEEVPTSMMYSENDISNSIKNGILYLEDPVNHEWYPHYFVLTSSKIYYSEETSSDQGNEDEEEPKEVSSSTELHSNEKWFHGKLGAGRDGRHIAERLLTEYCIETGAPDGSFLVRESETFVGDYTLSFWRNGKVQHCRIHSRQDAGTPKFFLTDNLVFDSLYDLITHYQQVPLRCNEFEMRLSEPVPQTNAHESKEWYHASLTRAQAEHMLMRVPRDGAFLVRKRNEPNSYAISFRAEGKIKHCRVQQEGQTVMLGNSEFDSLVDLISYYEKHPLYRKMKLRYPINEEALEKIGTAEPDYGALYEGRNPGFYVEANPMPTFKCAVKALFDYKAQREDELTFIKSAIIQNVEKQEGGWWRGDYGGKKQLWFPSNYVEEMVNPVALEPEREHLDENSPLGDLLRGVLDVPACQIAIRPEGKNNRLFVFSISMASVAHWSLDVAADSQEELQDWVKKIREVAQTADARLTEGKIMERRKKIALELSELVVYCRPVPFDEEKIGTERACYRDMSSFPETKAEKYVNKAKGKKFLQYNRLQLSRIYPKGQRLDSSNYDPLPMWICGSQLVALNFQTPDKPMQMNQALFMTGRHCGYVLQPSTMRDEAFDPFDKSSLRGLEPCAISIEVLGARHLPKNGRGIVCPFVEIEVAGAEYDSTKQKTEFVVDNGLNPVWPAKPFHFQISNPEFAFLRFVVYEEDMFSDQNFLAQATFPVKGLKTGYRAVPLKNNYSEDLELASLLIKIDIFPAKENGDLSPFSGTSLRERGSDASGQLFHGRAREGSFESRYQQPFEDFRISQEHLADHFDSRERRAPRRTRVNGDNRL
ADAM17 inh: inhibitors of human ADAM17; P78536; recombinant ADAM17, EDANS/DABCYL FRET peptide cleavage; inhibition, % at 6.95 µM; hit rate 0.83% among 370,000;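 active = inhibition above the mean of compounds lying between control limits plus 3 SD, set per campaign, cut at about 8.5% in these data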;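 also: 0% = DMSO-only wells as the low control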
An asterisk follows results filed as active; i = inactive; · = not tested or not shown.

item	mol	GAA850 FXN act	sPLA2-III inh	ssDAF12 agonist	DAX1 inh-1	hgDAF-12 ag	DAX1 inh-2	hcDAF-12 act	ADAM10 inh	PLC-beta3 inh	PLCg1 inh	ADAM17 inh
1	CC(C)C1C(=O)N(Cc2cn(Cc3ccco3)nn2)CCS(=O)(=O)N1Cc1ccc(-c2ccc(Cl)cc2)cc1 (stereo not given)	-0.4	-38	-1.7	-0.7	-2.6	-0.2	-0.9	14	-4	-1	8
2	O=C1NC2(CCCC2)N=C1c1ccc(F)cc1	0.6	3	-1.0	-0.7	1.4	-0.8	0.4	-8	-3	-3	-6
3	CCCCCNC(=O)C(c1ccncc1)n1c(=O)c(-c2ccco2)nc2ccccc21 (stereo not given)	·	5	-1.3	·	2.1	0.2	-0.6	-244	-151	-110	-66
4	Cc1ccc(C2CN(C)C3(C(=O)Nc4ccccc43)C23COc2ccccc2C3=O)cc1 (stereo not given)	0.5	-3	-0.7	1.7	0.3	-0.3	0.6	27*	1	1	9.6*
5	O=C(Nc1nc2ccccc2n1CCOc1ccc(Cl)cc1)c1ccco1	3.9	3	-0.9	0.3	-0.4	-0.2	-0.3	0	-6	-3	-1
6	O=C1NC[C@@H](CCCCN2C[C@H](Cc3ccc(O)cc3)N(CCc3ccccc3)C(=O)C2=O)N(CCc2ccc(O)cc2)C1=O	·	-3	-0.9	·	-2.0	1.3	-0.4	3	1	2	-2
7	COc1ccc(OC)c(C2=NS(=O)(=O)N(C)C(C(=O)N3CCC4(CC3)OCCO4)=C2)c1	0.0	5	-1.0	-0.4	-0.1	-0.2	-1.4	-4	-18	-9	-4
8	CC(=O)c1cccc(NC(=O)CN(c2ccccc2F)S(C)(=O)=O)c1	-2.4	1	-1.4	0.1	-0.4	-0.3	-1.2	0	0	2	0
9	Cn1ccnc1SCC(=O)Nc1ccc(Cl)cn1	4.1	3	-0.6	0.7	0.2	0.7	-0.5	4	1	2	1
10	COc1ccc(N(CC2CO2)S(=O)(=O)c2ccc(C)cc2)cc1 (stereo not given)	-1.3	1	-1.1	2.0	-1.6	-0.3	-1.4	3	-3	-1	0
11	O=C(CNCc1ccccc1)Nc1ccc(F)cc1	4.1	4	-1.2	0.1	5.1	-0.2	-0.7	15	5	2	-4
12	Cc1cccc(NC(=S)Nn2cnnc2)c1C	-2.1	2	-1.1	-0.7	5.1	-0.5	0.9	-10	-3	-4	-4
13	O=C(COc1ccc(Cl)cc1)NNC(=O)c1ccncc1	-0.5	11	-1.0	0.2	-1.2	-0.4	0.7	-7	-9	2	-4
14	Cc1cccc(C(=O)Oc2csc(=S)n2C(=O)c2cccc(C)c2)c1	1.6	8	-0.9	-0.5	-4.3	0.5	-1.2	-2	-9	4	-3
15	O/N=C1\CCCc2ccc3ccccc3c21	1.3	-5	-0.8	-0.8	1.7	0.6	1.1	-5	-8	-3	0
16	COc1cc(C(=O)Nc2nc(N)n(-c3ccccc3)n2)cc(OC)c1OC	-0.4	2	-1.0	-0.1	1.5	-0.3	0.1	-4	0	2	-4
17	O=C(Nc1nnc(SCC(=O)N2CCCC2)s1)C1CC(=O)N(c2ccccc2)C1 (stereo not given)	-1.3	2	-0.6	1.0	-1.0	-2.1	-0.6	-13	-11	2	-9
18	COc1cc2c(cc1NC(C)=O)CCCC2	0.8	4	-1.5	0.3	-1.7	0.8	-1.0	-4	-2	2	-3
19	CCCC1C(c2ccccc2)C(C#N)(C#N)C2(C#N)CC1(N)NC2=O (stereo not given)	-2.2	-7	-1.5	0.1	-1.5	0.0	2.3	-3	-9	-12	-3
20	Cc1cccc(C2=N/C(=C\c3cccs3)C(=O)O2)c1	-0.3	-4	-0.4	2.1	-0.6	0.4	0.3	-1	0	-3	0
21	O=C(CCc1nc2ccccc2s1)OCC(=O)c1ccc[nH]1	-2.1	-8	-1.7	0.1	4.5	0.3	0.8	-2	-5	0	-1
22	CCOc1ccc(-c2nnn(CC(=O)c3ccc4c(c3)OCCO4)n2)cc1	0.6	-39	-1.7	-0.2	0.3	0.1	-0.5	-8	-3	-1	-2
23	CCOCCCNC(=O)c1ccc(OC(C)=O)cc1	3.6	-2	-0.6	-0.1	0.9	0.2	0.2	1	1	0	4
24	O=c1[nH]c(Cc2cccc(C(F)(F)F)c2)nc2ccccc12	1.4	-4	-1.5	-1.3	-1.6	-0.2	2.0	0	-6	-1	-3
25	Clc1ccc(NCc2nncn2-c2ccccc2)cc1	0.8	-3	-0.7	0.4	0.2	-0.2	-0.4	2	4	2	0
26	CCOC(=O)c1sc2nc(Cc3ccc(Cl)cc3)[nH]c(=S)c2c1C	-1.0	-3	-1.7	2.6	0.5	0.9	0.8	-3	-6	-2	-4
27	O=C(Nc1ccc(Oc2ncnc3cc(Cl)ccc23)nc1)Nc1cccc(C(F)(F)F)c1	0.9	-2	-1.6	0.7	1.7	0.5	-0.1	8	-7	5	0
28	CC1CN(C(=O)c2cc(S(=O)(=O)N3CCCCC3)ccc2Cl)CC(C)O1 (stereo not given)	1.3	15	-1.5	-0.3	-0.2	-1.3	-0.1	-12	-7	0	5
29	Cc1ccc(OCCOCCN(C)C)c(Cl)c1	3.4	4	-0.5	0.1	-0.7	0.2	-0.1	-6	1	2	1
30	O=C(N1CCCC1)C12CC3CC(CC(Cl)(C3)C1)C2	0.9	13	-1.5	-1.5	-1.8	-0.3	-0.8	6	-3	9	-6

Shown as a hit in ADAM17 inh, of those listed so far:
entry	Structure	sPLA2-III inh	ssDAF12 agonist	DAX1 inh-1	DAX1 inh-2	hcDAF-12 act	ADAM10 inh	PLC-beta3 inh	PLCg1 inh	ADAM17 inh
4	Cc1ccc(C2CN(C)C3(C(=O)Nc4ccccc43)C23COc2ccccc2C3=O)cc1 (stereo not given)	-3	-0.7	1.7	-0.3	0.6	27*	1	1	9.6*

Next compounds
item	mol	GAA850 FXN act	sPLA2-III inh	ssDAF12 agonist	DAX1 inh-1	hgDAF-12 ag	DAX1 inh-2	hcDAF-12 act	ADAM10 inh	PLC-beta3 inh	PLCg1 inh	ADAM17 inh
31	CCOC(=O)CSc1nc2ccc(C)cc2[nH]1	0.5	3	-0.8	0.9	2.4	-0.4	-1.8	-8	2	1	-5
32	O=C(Nc1cc(C(F)(F)F)ccc1N1CCOCC1)c1cnccn1	5.1	3	-1.3	-0.4	-1.8	0.4	-0.4	2	-5	-2	0
33	O=C1C2C3C=CC(C2C(=O)N1C1CCCCC1)C1C2C(=O)N(C4CCCCC4)C(=O)C2C31 (stereo not given)	1.9	14	-1.2	-0.8	-2.0	0.3	-2.1	-2	-1	-1	-1
34	Cc1cc(C(F)(F)F)nc(SCC(=O)c2cccc([N+](=O)[O-])c2)n1	0.3	-26	-1.5	-1.3	-2.1	-0.8	-2.1	0	-6	1	-3
35	COC(=O)c1c(NC(=O)Cc2ccc(OC)c(S(=O)(=O)N3CCOCC3)c2)sc(C)c1C	3.2	-1	-1.2	-0.5	1.2	0.5	0.8	-5	-4	-3	-2
36	O=C(CSc1nnc2scc(-c3ccccc3)n12)NCc1ccc2c(c1)OCO2	-2.7	1	-1.3	-0.3	-2.0	-0.4	-1.0	0	1	2	-1
37	COc1ccc(C2(OC)Oc3cc(OC)ccc3C(=O)C2(O)OC)cc1 (stereo not given)	-1.2	3	-1.5	1.0	6.7	-2.1	-1.0	-13	i	i	-2
38	CC(C)(C)c1ccc(OCc2nnc(SCC(N)=O)n2N)cc1	-1.0	0	-1.6	0.5	-3.8	-0.4	1.3	5	-6	-1	-4
39	Cc1c(NC(=O)C(C)OC(=O)c2cc(-c3cccc4ccccc34)nc3ccccc23)c(=O)n(-c2ccccc2)n1C (stereo not given)	2.4	-3	-0.4	-0.8	11*	0.3	-2.0	-15	-18	-18	0
40	Nc1nnc(SCC(=O)c2ccccc2)s1	5.3	-7	-1.1	1.0	-0.6	0.1	-1.1	9	-2	-3	-7
41	Cc1cccc(OC(=O)CN2C(=O)C3C4CCC(C4)C3C2=O)c1C (stereo not given)	0.8	-1	-1.2	1.2	0.8	0.1	-0.9	8	1	2	-2
42	NS(=O)(=O)c1ccc(CCNC(=O)c2cnccn2)cc1	-1.1	3	-0.7	-0.5	2.6	0.2	-1.3	0	-3	0	2
43	Cc1cc(SCC(=O)c2cccs2)nc2ccccc12	0.8	-60	0.4	1.7	9.3	0.7	8.8*	-2	-5	-6	1
44	CCNC(=S)N1CCN(c2nc(-c3cccc(OC)c3)cs2)CC1	0.1	3	-2.2	-0.9	-1.4	-1.0	-2.3	4	-6	0	3
45	O=S1(=O)C[C@H](N2CCN(CC3CC3)CC2)[C@@H](COCc2ccccc2)N1	·	-2	-0.8	·	-0.7	0.5	0.5	-3	3	3	-1
46	COc1ccccc1NC(=O)CSc1nnc(Cn2nnc(-c3ccccc3)n2)n1-c1ccccc1	0.1	-35	-1.2	-0.6	-3.9	-0.8	-2.6	8	-1	-1	2
47	Cc1nnc(SCC(=O)Nc2cc(C(F)(F)F)ccc2Cl)n1C	1.0	-1	-1.0	-1.1	-2.4	0.2	2.4	4	-5	0	-1

Full records from above:
O=C(CSc1nnc2scc(-c3ccccc3)n12)NCc1ccc2c(c1)OCO2 in the list: GAA850 FXN act: -2.7; sPLA2-III inh: 1; ssDAF12 agonist: -1.3; DAX1 inh-1: -0.3; hgDAF-12 ag: -2.0; DAX1 inh-2: -0.4; hcDAF-12 act: -1.0; ADAM10 inh: 0; PLC-beta3 inh: 1; PLCg1 inh: 2; ADAM17 inh: -1
O=C(Nc1cc(C(F)(F)F)ccc1N1CCOCC1)c1cnccn1 in the list: GAA850 FXN act: 5.1; sPLA2-III inh: 3; ssDAF12 agonist: -1.3; DAX1 inh-1: -0.4; hgDAF-12 ag: -1.8; DAX1 inh-2: 0.4; hcDAF-12 act: -0.4; ADAM10 inh: 2; PLC-beta3 inh: -5; PLCg1 inh: -2; ADAM17 inh: 0

Bioassay records as filed in PubChem BioAssay.
